TEAD-YAP block: TEAD-YAP interaction inhibition | HEK-TIYL cells, TEAD-Gal4/YAP UAS-luciferase luminescence | inhibition, % at 9.12 µM | hit rate 1.4% among 640,000 | AID 1259422; in the data active = inhibition above about 32%;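 also: 0% = median of test compound wells and 100% = reference inhibitor wells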
FBW7 act: activators of human E3 ligase FBW7. normalized activity (activation), % at 26.1 µM. hit rate 0.13% among 650,000. AID 1259310. AlphaScreen FBW7–phospho-cyclin E peptide binding, activator screen; in the data active = normalized activity above about 1.9%;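 also: purified mutant Fbw7 with reduced substrate affinity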
GPR151 activ: activates the human receptor GPR151; PathHunter beta-arrestin GPR151 cells, luminescence; activation, % at 11.2 µM; hit rate 1% among 650,000; in the data active = activation above about 4.9%;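 also: 0% = median of compound wells and 100% = cells with positive control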
Target sequence (Q8TDV0 whole entry, looked up): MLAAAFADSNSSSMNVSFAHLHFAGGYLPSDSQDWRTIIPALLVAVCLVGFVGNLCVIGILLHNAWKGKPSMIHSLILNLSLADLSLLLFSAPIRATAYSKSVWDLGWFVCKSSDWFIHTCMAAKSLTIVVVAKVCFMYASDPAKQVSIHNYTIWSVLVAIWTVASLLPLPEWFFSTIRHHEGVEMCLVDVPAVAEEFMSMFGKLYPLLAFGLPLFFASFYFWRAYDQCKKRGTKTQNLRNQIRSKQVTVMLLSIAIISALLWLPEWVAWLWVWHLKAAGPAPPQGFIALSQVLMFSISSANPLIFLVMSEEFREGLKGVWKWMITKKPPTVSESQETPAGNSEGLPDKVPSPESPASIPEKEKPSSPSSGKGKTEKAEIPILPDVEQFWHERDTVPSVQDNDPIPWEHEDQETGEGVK
MITF inh: human MITF inhibition, primary screen; O75030; inhibition, % at 2.6 µM; AID 1259374; hit rate 0.91% among 650,000; AlphaScreen MITF homodimerization, bead proximity signal; in the data active = inhibition above about 50%;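 also: 0% = vehicle wells with protein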
Target sequence (O75030 whole entry, looked up): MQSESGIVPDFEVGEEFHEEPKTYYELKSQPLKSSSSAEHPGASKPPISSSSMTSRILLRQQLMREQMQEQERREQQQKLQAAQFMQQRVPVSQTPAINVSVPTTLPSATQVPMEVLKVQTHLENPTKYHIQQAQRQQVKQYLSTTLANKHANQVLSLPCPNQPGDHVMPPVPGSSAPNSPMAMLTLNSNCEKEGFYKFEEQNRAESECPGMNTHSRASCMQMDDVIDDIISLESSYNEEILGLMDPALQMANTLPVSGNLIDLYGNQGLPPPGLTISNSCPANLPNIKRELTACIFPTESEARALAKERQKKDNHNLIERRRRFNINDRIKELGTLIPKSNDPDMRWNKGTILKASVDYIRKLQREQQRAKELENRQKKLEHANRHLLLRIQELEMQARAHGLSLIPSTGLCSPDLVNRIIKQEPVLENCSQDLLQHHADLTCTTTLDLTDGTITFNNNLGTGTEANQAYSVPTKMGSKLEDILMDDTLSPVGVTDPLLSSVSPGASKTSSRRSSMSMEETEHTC
Numbers without * were called inactive.

The first 13 records, ahead of the listing:
Assay codes – A = TEAD-YAP block; B = FBW7 act; C = GPR151 activ; D = MITF inh
CCOC(=O)CN1CCOCCOCCOCCOCCOCC1
  A: 2.5 | B: -0.1 | C: 0.2 | D: 7.7
CC1(C)Cc2c(cnn2-c2ccc(C(F)(F)F)cc2)-c2nc3ccccc3nc21
  A: 1.8 | B: 0.3 | C: 0.1 | D: 5.0
O=[N+]([O-])c1ccc2oc(/C=C/c3ccccc3)nc2c1
  A: -10.5 | B: 0.3 | C: -0.4 | D: 1.5
CC1=C(C(=O)OCC(C)C)C(c2cccc(F)c2)C2=C(CC(c3ccccc3)CC2=O)N1 (stereo not given)
  A: 3.4 | B: -0.1 | C: -0.4 | D: -3.6
CNC(=O)/C(C#N)=C/c1c(Oc2ccccc2Cl)nc2c(C)cccn2c1=O
  A: 14.2 | B: 0.1 | C: -0.2 | D: 12.4
CCC(CC)C(=O)Nc1ccc(F)c(F)c1
  A: -4.3 | B: 0.0 | C: 0.6 | D: 0.8
CN(C)S(=O)(=O)c1cccc(C(=O)Nc2ccc(C(=O)O)cc2)c1
  A: -4.5 | B: 0.0 | C: 1.0 | D: 2.0
COc1cc(-c2cnc3c(N4CCOCC4)nccn23)cc(OC)c1OC
  A: -19.7 | B: 0.1 | C: 0.5 | D: -9.9
COc1ccc2c(c1)CCc1c(C(=O)N3CCCCCC3)noc1-2
  A: -52.6 | B: 0.1 | C: -0.6 | D: 1.9
O=C1CCCc2c1c1cc(NS(=O)(=O)c3ccc(Cl)cc3)ccc1n2S(=O)(=O)c1ccc(Cl)cc1
  A: -2.7 | B: 0.0 | C: 0.3 | D: -4.5
O=C(COC(=O)c1cccc(OC(F)F)c1)NCC1CCCO1 (stereo not given)
  A: -31.1 | B: -0.3 | C: -0.1 | D: -5.9
CC(=O)N1CCC(Nc2ccc(C)cc2)CC1
  A: -3.9 | B: 0.2 | C: -0.8 | D: 9.0
COc1ccc(CCNc2nc(Nc3ccc(C(F)(F)F)cc3)nc3cc(OC)c(OC)cc23)cc1
  A: 2.4 | B: 0.2 | C: 2.5 | D: 3.0

All compounds of this part (from the top)
Assay codes – A = TEAD-YAP block; B = FBW7 act; C = GPR151 activ; D = MITF inh
CCOC(=O)CN1CCOCCOCCOCCOCCOCC1
  A: 2.5 | B: -0.1 | C: 0.2 | D: 7.7
CC1(C)Cc2c(cnn2-c2ccc(C(F)(F)F)cc2)-c2nc3ccccc3nc21
  A: 1.8 | B: 0.3 | C: 0.1 | D: 5.0
O=[N+]([O-])c1ccc2oc(/C=C/c3ccccc3)nc2c1
  A: -10.5 | B: 0.3 | C: -0.4 | D: 1.5
CC1=C(C(=O)OCC(C)C)C(c2cccc(F)c2)C2=C(CC(c3ccccc3)CC2=O)N1 (stereo not given)
  A: 3.4 | B: -0.1 | C: -0.4 | D: -3.6
CNC(=O)/C(C#N)=C/c1c(Oc2ccccc2Cl)nc2c(C)cccn2c1=O
  A: 14.2 | B: 0.1 | C: -0.2 | D: 12.4
CCC(CC)C(=O)Nc1ccc(F)c(F)c1
  A: -4.3 | B: 0.0 | C: 0.6 | D: 0.8
CN(C)S(=O)(=O)c1cccc(C(=O)Nc2ccc(C(=O)O)cc2)c1
  A: -4.5 | B: 0.0 | C: 1.0 | D: 2.0
COc1cc(-c2cnc3c(N4CCOCC4)nccn23)cc(OC)c1OC
  A: -19.7 | B: 0.1 | C: 0.5 | D: -9.9
COc1ccc2c(c1)CCc1c(C(=O)N3CCCCCC3)noc1-2
  A: -52.6 | B: 0.1 | C: -0.6 | D: 1.9
O=C1CCCc2c1c1cc(NS(=O)(=O)c3ccc(Cl)cc3)ccc1n2S(=O)(=O)c1ccc(Cl)cc1
  A: -2.7 | B: 0.0 | C: 0.3 | D: -4.5
O=C(COC(=O)c1cccc(OC(F)F)c1)NCC1CCCO1 (stereo not given)
  A: -31.1 | B: -0.3 | C: -0.1 | D: -5.9
CC(=O)N1CCC(Nc2ccc(C)cc2)CC1
  A: -3.9 | B: 0.2 | C: -0.8 | D: 9.0
COc1ccc(CCNc2nc(Nc3ccc(C(F)(F)F)cc3)nc3cc(OC)c(OC)cc23)cc1
  A: 2.4 | B: 0.2 | C: 2.5 | D: 3.0
C=C(C)CN(CC)C(=O)CC1(c2ccccc2Cl)CC(=O)N(CCOC)C1=O (stereo not given)
  A: 1.8 | B: 0.8 | C: -0.5 | D: 13.7
CCOC(=O)N1CCC(NC(=O)c2cc3c(s2)-c2c(C)cccc2OC3)CC1
  A: 6.7 | B: 0.3 | C: -0.6 | D: 16.1
Cc1ccc(C)c(-n2c(CNC(=O)c3ccccc3)nnc2SCC(=O)N2CCc3ccccc32)c1
  A: 1.9 | B: -0.2 | C: -1.6 | D: 0.5
Cc1cccc(CN2CCN(CC(=O)NC3CCCC(C)C3C)C2=O)c1 (stereo not given)
  A: 7.3 | B: 0.1 | C: -1.1 | D: -15.4
CC(NC(=O)c1ccccc1)c1nnc(SCC(=O)c2cccc([N+](=O)[O-])c2)n1C (stereo not given)
  A: 0.0 | B: 0.0 | C: -1.2 | D: 19.7
COc1ccc(Nc2nccn3c(-c4ccccc4Oc4ccccc4)cnc23)cn1
  A: -6.7 | B: 0.0 | C: 0.3 | D: -2.1
CC(C)(C)NC(=O)CCCN1C(=O)/C(=C\c2ccco2)SC1=S
  A: -8.2 | B: -0.1 | C: -1.1 | D: -14.7
Cc1cc2c(c(=O)o1)C(c1ccc(C(C)C)cc1)C(C#N)=C(N)O2 (stereo not given)
  A: -7.5 | B: 0.0 | C: 1.2 | D: 4.8
COc1cccc(NC(=O)c2ccnc(N3CCC(C(=O)NCc4ccccc4)CC3)c2)c1
  A: -15.2 | B: 0.1 | C: -1.3 | D: -3.3
CCc1ccc(CN2CCc3nnc(CCNC(=O)c4ccc(OC)cc4)n3CC2)o1
  A: 7.1 | B: 0.1 | C: 1.6 | D: 6.2
CC(=O)c1cccc(NC(=O)CC2S/C(=N\N=C\c3ccco3)NC2=O)c1 (stereo not given)
  A: -1.5 | B: 0.0 | C: 0.0 | D: -2.8
CCOc1ccc(NC(=O)COc2cccc3c2OC(C)(C)C3)cc1
  A: -10.6 | B: 0.0 | C: 0.4 | D: -10.3
CCOc1ccc(C2C(C(=O)Nc3ccccn3)c3ccccc3C(=O)N2CCN2CCOCC2)cc1 (stereo not given)
  A: -1.7 | B: 0.1 | C: 0.5 | D: 1.6
CC(=O)N1CCCN(c2nc(CN3CCCC(C)C3)nc3c(C)cccc23)CC1 (stereo not given)
  A: -23.7 | B: 0.1 | C: -0.3 | D: -9.8
O=C(O)C1Nc2c(O)ccc(Br)c2C2C=CCC12 (stereo not given)
  A: 2.0 | B: -0.3 | C: -0.1 | D: 85.7*
COc1cccc2c1OC1(CCN(C(=O)C3CCCCC3)CC1)OC2
  A: 8.4 | B: -0.2 | C: 0.8 | D: 11.6
CCOC(=O)c1ccc(CC2S/C(=N/N=C/c3ccc(O)cc3)NC2=O)cc1 (stereo not given)
  A: 5.8 | B: 0.3 | C: -1.0 | D: 5.5
CCOc1ccccc1Nc1c(CC)c(C)nc2ncnn12
  A: -0.8 | B: -0.1 | C: -0.2 | D: -1.5
COc1ccc(Nc2nc(-c3ccc(F)cc3)cs2)c(OC)c1
  A: -36.8 | B: -0.2 | C: 13.1* | D: -0.7
Fc1ccccc1/C=N/Nc1ccc(Cl)nn1
  A: -19.2 | B: -0.2 | C: 0.6 | D: -1.0
COc1ccccc1C(=O)NCc1nnc(SCC(=O)N2N=C(c3cccs3)CC2c2ccc(C)cc2)n1CCc1ccccc1 (stereo not given)
  A: 4.1 | B: -0.1 | C: -1.1 | D: 9.3
Cc1ccc(NCc2ccc3c(c2)OCO3)cc1C
  A: -3.9 | B: -0.1 | C: -0.9 | D: 24.8
Cc1ccc(NC(=O)Cn2c(=O)oc3ccccc32)c(C)c1
  A: -0.5 | B: 0.2 | C: -1.3 | D: 10.5
CCOC(=O)/C(=N\Nc1ccc(Br)cc1)N1CCC(C(=O)OCC)CC1
  A: 2.4 | B: 0.0 | C: -0.6 | D: -3.5
O=C(CSc1nnc(-c2ccc(O)cc2)o1)Nc1ccccc1O
  A: -30.4 | B: 0.3 | C: 0.2 | D: 8.1
Cc1cc(Cl)ccc1OCCCC(=O)NO
  A: -10.0 | B: 0.1 | C: -0.2 | D: -2.6
O=C(Nc1ccc(F)cc1F)C1CCCN(S(=O)(=O)c2cnc[nH]2)C1 (stereo not given)
  A: -1.5 | B: 0.5 | C: -0.7 | D: -3.6
COC(=O)c1c(NC(=O)CCc2ccccc2)sc2c1CCN(C(C)=O)C2
  A: 5.1 | B: -0.1 | C: -1.4 | D: 6.9
N#Cc1c(N)nc(N2CCOCC2)c(C#N)c1C1(C#N)CCCC1
  A: 10.9 | B: -0.1 | C: -0.2 | D: 2.6
COc1cc(/C=C(/C#N)C(=O)Nc2ccc(O)cc2)cc([N+](=O)[O-])c1O
  A: 11.4 | B: 0.0 | C: 0.9 | D: 11.5
O=C(C1c2ccccc2Oc2ccccc21)N1CCC(O)(c2ccccn2)CC1
  A: 2.2 | B: 1.0 | C: -0.2 | D: 18.4
CCC1(C)OC(=O)N(CCc2ccc(OC)c(OC)c2)C1(C)O (stereo not given)
  A: 6.3 | B: -0.1 | C: -1.0 | D: -4.3
CC1CC(=O)N(c2ccc(N3CCC(C(N)=O)CC3)c([N+](=O)[O-])c2)C1=O (stereo not given)
  A: 4.7 | B: 0.1 | C: -0.7 | D: 13.3
COc1cc(NC(=O)c2nnn(Cc3ccc(Br)cc3)c2N)cc(OC)c1
  A: -9.4 | B: 0.1 | C: -0.1 | D: -10.3
CCOc1ccc(NC(=O)C2C3CC4OC(=O)C2C4C3)cc1 (stereo not given)
  A: -3.4 | B: 0.0 | C: 0.4 | D: 6.1
Cc1nnc(NC(=O)c2ccc([N+](=O)[O-])c(Cl)c2)s1
  A: 3.8 | B: -0.1 | C: 0.8 | D: 3.9
O=C(COc1cccc([N+](=O)[O-])c1)N/N=C/c1ccncc1
  A: 3.9 | B: 0.0 | C: 2.1 | D: 2.9

Additional records follow.
Assay codes – A = TEAD-YAP block; B = FBW7 act; C = GPR151 activ; D = MITF inh
C[N+](C)(C)CCC(=O)c1cccc2ccccc12
  A: -8.6 | B: 0.3 | C: -2.3 | D: 0.3
CCCCc1ccc(NC(=O)c2cc(=O)c(OCc3ccc(F)cc3)c[nH]2)cc1
  A: 0.7 | B: -0.2 | C: -0.8 | D: -1.6
CCOC(=O)c1c(NC(=O)c2cc(-c3cccc(OC)c3)nc3ccccc23)sc(C)c1C
  A: 3.4 | B: 0.0 | C: -0.4 | D: 11.0
Cn1c(Cc2ccccc2)nc2c(c1=O)C1(CCCCC1)Cc1ccccc1-2
  A: 1.2 | B: -0.1 | C: -1.1 | D: 9.4
CSc1nc2ccc(NC(=O)CCc3ccccc3)cc2s1
  A: -25.8 | B: 0.5 | C: -1.2 | D: 5.2
CCc1ccccc1-n1nnc(-c2nc(-c3ccc(OC)cc3)no2)c1N
  A: -49.5 | B: -0.1 | C: 0.9 | D: -4.1
Cc1ccccc1C(=O)NC(=S)Nc1ccc(N2CCOCC2)c(Cl)c1
  A: 3.7 | B: -0.2 | C: 0.1 | D: -9.4
O=c1oc2cc(O)ccc2cc1-c1nnc(Nc2ccc(Oc3ccc(Cl)c4ccccc34)c(Cl)c2)s1
  A: 7.2 | B: -0.2 | C: 0.0 | D: 2.5
CCc1cnc2c(c1NC1CCCC1)c(=O)n(C)c(=O)n2C
  A: 3.0 | B: -0.1 | C: 1.1 | D: 4.8
O=C(Nc1ccc(Cl)c([N+](=O)[O-])c1)c1cccs1
  A: -8.5 | B: 0.1 | C: 0.8 | D: 20.6
O=C(Nc1ccc(F)cc1Cl)c1cnc(N2CCN(c3ccccn3)CC2)c2ccccc12
  A: 1.7 | B: -0.1 | C: -0.5 | D: -3.6
O=[N+]([O-])c1ccccc1S(=O)(=O)N1CCN(c2ccnc3cc(Cl)ccc23)CC1
  A: 1.5 | B: -0.5 | C: -0.5 | D: 0.2
O=C(COC(=O)CSC(=O)c1ccccc1)Nc1nc(-c2ccc(Br)cc2)cs1
  A: -58.2 | B: -0.1 | C: 0.1 | D: -21.4
COc1cccc(C(=O)Nc2nn3c(-c4cccc(OC)c4)nnc3s2)c1
  A: -3.1 | B: 0.2 | C: -1.3 | D: -16.0
CCN(CC)c1ccc(/C=N/NC(=O)COc2ccccc2)c(O)c1
  A: 3.1 | B: 0.0 | C: 8.1* | D: 5.9
CC(C)(C)NC(=O)C(c1cccs1)N(Cc1cccs1)C(=O)c1csnn1 (stereo not given)
  A: -2.3 | B: -0.2 | C: 0.7 | D: -12.7
CCc1nnc(NC(=O)CN2CCC(n3nnc4cc(C(F)(F)F)ccc43)CC2)s1
  A: -2.1 | B: 0.0 | C: -0.3 | D: -0.4
CN(CC(COc1cccc2ccccc12)OC(=O)Cn1cnc2ccccc2c1=O)C1=NS(=O)(=O)c2ccccc21 (stereo not given)
  A: 0.4 | B: 0.0 | C: -1.0 | D: 2.5
CCN(CC)C(=O)c1sc(NC(=O)c2c(-c3ccccc3Cl)noc2C)c(C(=O)OC)c1C
  A: -6.2 | B: 0.0 | C: -0.4 | D: -0.3
Oc1ccc(C(c2nnnn2C2CCCC2)N2CCc3ccccc3C2)cc1 (stereo not given)
  A: 4.2 | B: 0.0 | C: 0.3 | D: 11.7
CCCCN(CC)C(=O)C1c2ccccc2C(=O)N(CCOC)C1c1ccc(F)cc1 (stereo not given)
  A: 3.5 | B: -0.1 | C: 0.5 | D: -3.1
O=C1c2ccccc2C(=O)N1COc1ccc(Cl)cc1Br
  A: 4.4 | B: 0.0 | C: 0.1 | D: 4.4
CC(C)NC(=O)CN(Cc1ccccc1)S(=O)(=O)c1cc(Cl)ccc1Cl
  A: -7.3 | B: 0.3 | C: -1.0 | D: -5.0
CCOc1cc(/C=C2/N=C(c3cccs3)OC2=O)ccc1OS(C)(=O)=O
  A: 6.5 | B: -0.1 | C: -0.7 | D: 0.7

Screens from PubChem BioAssay.
